High-throughput results as filed in PubChem BioAssay.
ST2 inh = inhibitors of human ST2 (IL1RL1) binding to IL-33 | AlphaLISA ST2-Fc/biotin-IL-33 interaction, 1 h | 2.3% of 78,000 active | inhibition, % for hits at 17 µM; in the data active = inhibition above about 30%; inconclusive = mostly about 10% to 28%
Target sequence (Q01638 whole entry, looked up): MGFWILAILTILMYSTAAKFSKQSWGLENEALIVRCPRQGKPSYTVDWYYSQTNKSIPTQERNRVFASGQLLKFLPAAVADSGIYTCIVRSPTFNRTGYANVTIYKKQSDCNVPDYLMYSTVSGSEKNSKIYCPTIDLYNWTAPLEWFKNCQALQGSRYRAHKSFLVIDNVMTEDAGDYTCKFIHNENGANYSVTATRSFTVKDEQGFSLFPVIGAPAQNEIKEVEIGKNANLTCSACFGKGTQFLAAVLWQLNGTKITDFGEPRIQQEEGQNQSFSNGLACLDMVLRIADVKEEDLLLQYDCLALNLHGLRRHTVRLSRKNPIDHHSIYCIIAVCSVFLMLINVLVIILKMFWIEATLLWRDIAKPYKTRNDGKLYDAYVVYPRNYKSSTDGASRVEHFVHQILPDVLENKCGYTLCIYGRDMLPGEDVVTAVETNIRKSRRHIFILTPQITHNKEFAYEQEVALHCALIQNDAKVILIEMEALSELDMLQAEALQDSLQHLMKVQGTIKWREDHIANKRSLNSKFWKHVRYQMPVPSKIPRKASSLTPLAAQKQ
Numbers without * were called inactive. Only part of the results is shown, so the mix of outcomes need not match the whole.

What do the screens show for `Cc1cccc(-n2c(/C=C/c3ccc([N+](=O)[O-])cc3)nc3ccccc3c2=O)c1`?
ST2 inh: inconclusive

What do the screens show for `COc1ccc(S(=O)(=O)NC[C@H]2C[C@@H]3CCN2C[C@@H]3CN2CCc3ccccc3C2)cc1`?
ST2 inh: inactive

How did S=C(NC[C@H]1C[C@@H]2CCN1C[C@@H]2CN1CCN(c2ccccc2)CC1)Nc1ccccc1 do in these assays?
ST2 inh: inactive

What do the screens show for `CCOc1ccc(CN2CCN(c3ccc(OC)cc3)CC2)cc1`?
ST2 inh: 34.0%*

How did CC(C)(O)c1cn(C[C@H]2CC3CCN2C[C@@H]3C(=O)NCc2ccco2)nn1 (stereo not given in full) do in these assays?
ST2 inh: inactive

Results for O=C(NCCC1=CCCCC1)c1cn(CC2CCCO2)nn1 (stereo not given) ?
ST2 inh: inactive

Results for COc1ccc(-c2cc([C@H]3CN4CC[C@H]3C[C@@H]4CNC(=O)CSCC(=O)O)n(C)n2)cc1OC ?
ST2 inh: inactive

How did CCOC(=O)c1c(C)n(CC(C)C)c2ccc(OC)cc12 do in these assays?
ST2 inh: inactive

How did O=[N+]([O-])c1ccc(N2CCN(Cc3cccc(Cl)c3)CC2)cc1 do in these assays?
ST2 inh: 36.0%*

How did Cc1csc2ncnc(N3CC[C@H]4CC[C@@H](C3)N4)c12 do in these assays?
ST2 inh: inconclusive

What do the screens show for `COCCNC(=S)NC[C@H]1C[C@@H]2CCN1C[C@@H]2CN1CCN(c2ncccn2)CC1`?
ST2 inh: inactive

What do the screens show for `CC(C)NC(=O)CN1CCCN(Cc2ccccc2Cl)S1(=O)=O`?
ST2 inh: inactive

What do the screens show for `COc1ccc(C(=O)N2C[C@@H]3C[C@H](C2)c2ccc(-c4ccccc4C)c(=O)n2C3)cc1`?
ST2 inh: inactive

What do the screens show for `COc1ccc(CN2CCN(Cc3ccccc3)CC2)cc1Br`?
ST2 inh: inactive

How did Cc1ccnc(N2C[C@H](c3cccc(F)c3F)[C@@H]3[C@H]2C2CCN3CC2)n1 do in these assays?
ST2 inh: inactive

Results for O=C(NC[C@H]1C[C@@H]2CCN1C[C@@H]2CN1CCC(Cc2ccccc2)CC1)Nc1ccccc1 ?
ST2 inh: inactive

How did COc1ccc(N2CCN(Cc3cccc(Br)c3)CC2)cc1 do in these assays?
ST2 inh: 44.0%*

Results for CC(=O)Nc1ccc(S(=O)(=O)NC[C@H]2C[C@@H]3CCN2C[C@@H]3c2cc(-c3ccccc3)nn2C)cc1 ?
ST2 inh: inactive

What do the screens show for `CN1CCN2CCN(c3ncccc3Cl)CC2C1=O` (stereo not given)?
ST2 inh: inconclusive

Results for CCOc1ccc(C(=O)OC2CC3CCC(C2)N3C)cc1 (stereo not given) ?
ST2 inh: inconclusive

Fetched one by one from the list above, four records:
How did COc1ccc(N2CCN(Cc3cccc(Br)c3)CC2)cc1 do in these assays?
ST2 inh: 44.0%*

What do the screens show for `COCCNC(=S)NC[C@H]1C[C@@H]2CCN1C[C@@H]2CN1CCN(c2ncccn2)CC1`?
ST2 inh: inactive

How did Cc1ccnc(N2C[C@H](c3cccc(F)c3F)[C@@H]3[C@H]2C2CCN3CC2)n1 do in these assays?
ST2 inh: inactive

What do the screens show for `COc1ccc(CN2CCN(Cc3ccccc3)CC2)cc1Br`?
ST2 inh: inactive

The results go on.
How did O=[N+]([O-])/C=C/c1ccccc1OCc1ccc(Br)cc1 do in these assays?
ST2 inh: inconclusive

Results for COC(=O)c1cccc(NC(=S)NC[C@H]2C[C@@H]3CCN2C[C@@H]3c2cc(-c3ccc(F)cc3)nn2C)c1 ?
ST2 inh: inactive

What do the screens show for `CC(C)(C)c1ccc(-c2cn(C[C@H]3CC4CCN3C[C@@H]4C(=O)N3CCCC3)nn2)cc1` (stereo not given in full)?
ST2 inh: inactive

Results for O=C(NC[C@H]1C[C@@H]2CCN1C[C@@H]2CN1CCCCC1)c1ccco1 ?
ST2 inh: inactive

What do the screens show for `O=C(O)c1cccnc1CN1CC=C(c2ccccc2)CC1`?
ST2 inh: inactive

What do the screens show for `Cc1nc(-c2ccco2)cc([C@H]2CN3CC[C@H]2C[C@@H]3CNC(=O)C2CC2)n1`?
ST2 inh: inactive

What do the screens show for `Cc1ccnc(-n2c(C)nc3ccccc3c2=O)c1`?
ST2 inh: inactive

What do the screens show for `Cc1nc(-c2ccccc2)cc([C@H]2CN3CC[C@H]2C[C@@H]3CNS(=O)(=O)Cc2ccccc2)n1`?
ST2 inh: inactive

What do the screens show for `CCCNC(=O)OC[C@H]1C[C@@H]2CCN1C[C@@H]2c1cc(-c2ccccc2OC)nn1C`?
ST2 inh: inactive

How did O=C(Nc1ccccc1)Nc1ccc2n(c1=O)C[C@H]1C[C@@H]2CN(C(=O)c2cccnc2)C1 do in these assays?
ST2 inh: inactive

What do the screens show for `O=C(Nc1ccc2c(c1)OCO2)c1cccn(Cc2cccc(C(F)(F)F)c2)c1=O`?
ST2 inh: inactive

What do the screens show for `NCc1cc(=O)[nH]o1`?
ST2 inh: inactive

What do the screens show for `CCCS(=O)(=O)Nc1ccc(=O)n2c1[C@@H]1C[C@@H](CN(C(=O)c3ccc(OC)cc3)C1)C2`?
ST2 inh: inactive

How did Cc1cccc(N2CCN(Cc3ccc(Cl)cc3)CC2)c1C do in these assays?
ST2 inh: inconclusive

What do the screens show for `O=C(COc1ccccc1)N1C[C@@H]2C[C@H](C1)c1c(-c3ccccc3)ccc(=O)n1C2`?
ST2 inh: inactive

How did Cn1cc(C(=O)N2CCC3(CC2)OCCO3)c2c3ccccc3n(C)c2c1=O do in these assays?
ST2 inh: inactive

What do the screens show for `O=c1c2ccccc2nc(/C=C/c2ccccc2)n1-c1ccc(F)cc1`?
ST2 inh: inconclusive

How did O=C(c1coc2ccccc12)N1C[C@@H](c2ccccc2)[C@@H]2[C@H]1C1CCN2CC1 do in these assays?
ST2 inh: inactive

Results for Cc1ccnc(CC(C)N(C)CCCn2nc(C)cc2C)c1 (stereo not given) ?
ST2 inh: inactive

Results for NC(=O)c1ccc(NC(=O)c2cccn(Cc3ccc(Br)cc3)c2=O)cc1 ?
ST2 inh: inactive

What do the screens show for `COC[C@H]1CCCN1C[C@H]1CN2CC[C@H]1C[C@@H]2CNC(=O)Nc1ccsc1`?
ST2 inh: inconclusive

How did CCC(=O)c1ccc(OCC(=O)N2C[C@@H]3C[C@H](C2)c2cccc(=O)n2C3)cc1 do in these assays?
ST2 inh: inactive

Results for CC(C)(C)c1ccc(-c2cn(C[C@H]3CC4CCN3C[C@@H]4C(=O)NCc3ccc4c(c3)OCO4)nn2)cc1 (stereo not given in full) ?
ST2 inh: inconclusive

How did O=C(c1ccccc1)c1cc(Cl)ccc1N1C(=O)C2C3C=CC(C3)C2C1=O (stereo not given) do in these assays?
ST2 inh: inactive

How did Cc1ccc(N2CCN(CCc3ccccc3)CC2)cc1 do in these assays?
ST2 inh: inconclusive

Results for NC(=O)c1ccc(NC(=O)c2cccn(Cc3cccc(Cl)c3)c2=O)cc1 ?
ST2 inh: inactive

How did C=C[C@H]1CN2CC[C@H]1C[C@@H]2CNS(=O)(=O)c1ccc(Cl)cc1 do in these assays?
ST2 inh: inconclusive

Results for N#Cc1cccc(-c2ccc3n(c2=O)C[C@H]2C[C@@H]3CN(C(=O)C3CCCCC3)C2)c1 ?
ST2 inh: inactive

Results for O=C(c1ccc(F)cc1)N1C[C@@H]2C[C@H](C1)c1c(-c3ccccc3F)ccc(=O)n1C2 ?
ST2 inh: inactive

What do the screens show for `CN1CCN(Cc2ccccc2Br)CC1`?
ST2 inh: inconclusive

What do the screens show for `O=C(Cc1ccccc1)Nc1ccc2n(c1=O)C[C@H]1C[C@@H]2CN(C(=O)c2ccccn2)C1`?
ST2 inh: inactive

What do the screens show for `CSCC(=O)Nc1ccc2n(c1=O)C[C@H]1C[C@@H]2CN(C(=O)c2ccccc2)C1`?
ST2 inh: inactive

How did CCCS(=O)(=O)Nc1ccc(=O)n2c1[C@@H]1C[C@@H](CN(C(=O)NC3CCCCC3)C1)C2 do in these assays?
ST2 inh: inactive

What do the screens show for `Cc1ccccc1CN1CCN(Cc2ccc3c(c2)OCO3)CC1`?
ST2 inh: inactive

How did O=C(Nc1ccc(=O)n2c1[C@@H]1C[C@@H](CN(C(=O)c3ccc(F)cc3)C1)C2)C1CCCCC1 do in these assays?
ST2 inh: inactive

Results for CCn1c(C(=O)O)c(CC(=O)N2CCN(C)CC2)c2ccccc21 ?
ST2 inh: inactive

How did COc1ccc2c(c1)C13CCCCC1C(C2)N(C)CC3 (stereo not given) do in these assays?
ST2 inh: inactive

How did O=C(c1ccncc1)N1C[C@@H]2C[C@H](C1)c1c(-c3ccc(Cl)cc3)ccc(=O)n1C2 do in these assays?
ST2 inh: inactive

How did Cn1cc(/C=C(\C#N)[N+](=O)[O-])c2ccccc21 do in these assays?
ST2 inh: inactive

How did Cc1ccccc1-c1ccc2n(c1=O)C[C@H]1C[C@@H]2CN(S(=O)(=O)c2cccs2)C1 do in these assays?
ST2 inh: inactive

Results for N#Cc1no[n+]([O-])c1/C(N)=N/N=C(/N)c1c(C#N)no[n+]1[O-] ?
ST2 inh: inactive

What do the screens show for `CCC1(C)CC(CCNCc2ccccc2)(c2ccc(OC)cc2)CCO1` (stereo not given)?
ST2 inh: inactive

Results for Fc1ccccc1N1CCN(Cc2ccc(Cl)cc2)CC1 ?
ST2 inh: inactive

What do the screens show for `Cc1ccccc1-c1ccc2n(c1=O)C[C@H]1C[C@@H]2CN(C(=O)Nc2ccc(Cl)cc2)C1`?
ST2 inh: inactive

How did COc1ccc(-c2cc([C@H]3CN4CC[C@H]3C[C@@H]4CNC(=S)Nc3ccc(Cl)cc3)n(C)n2)cc1OC do in these assays?
ST2 inh: inactive

How did Cc1nc2ccccc2c(=O)n1-c1ccc(C(=O)O)cc1 do in these assays?
ST2 inh: inactive

How did CC1CN(C)CCC1(O)c1ccccc1 (stereo not given) do in these assays?
ST2 inh: inactive

Results for COc1ccc(S(=O)(=O)NC[C@H]2C[C@@H]3CCN2C[C@@H]3CN2CCN(C)CC2)cc1 ?
ST2 inh: inactive

What do the screens show for `COc1cc(OC)c(CN2CCN(c3ccccc3)CC2)cc1Br`?
ST2 inh: 36.0%*

How did CN1CCC(c2c[nH]c3ccc(O)cc23)CC1 do in these assays?
ST2 inh: inconclusive

What do the screens show for `CC1=NN=C(c2ccc(N)cc2)c2cc3c(cc2C1)OCO3`?
ST2 inh: inactive

What do the screens show for `O=C(COc1ccccc1)Nc1ccc2n(c1=O)C[C@H]1C[C@@H]2CN(C(=O)C(=O)O)C1`?
ST2 inh: inactive

Results for CSc1ccc(CN2CCN(c3ccccc3C)CC2)cc1 ?
ST2 inh: inactive

Results for CN[C@@H]1C[C@@H](c2ccc(Cl)c(Cl)c2)c2ccccc21 ?
ST2 inh: inactive

Results for CSc1ccc(-c2ccc(=O)n3c2[C@@H]2C[C@@H](CN(C(=O)c4ccco4)C2)C3)cc1 ?
ST2 inh: inactive

Results for CN1C(=O)C(C2c3ccccc3Oc3ccccc32)C(=O)N(C)C1=O ?
ST2 inh: inactive

Results for O=C(NC[C@H]1C[C@@H]2CCN1C[C@@H]2CN1CCSCC1)c1ccco1 ?
ST2 inh: inactive

What do the screens show for `COCc1cn(C[C@H]2C[C@@H]3CCN2C[C@@H]3C(=O)NCc2ccc(F)cc2)nn1`?
ST2 inh: inactive

How did CC1N=C(c2ccccc2)c2ccccc2N(CC(=O)N2CCCC2)C1=O (stereo not given) do in these assays?
ST2 inh: inactive

What do the screens show for `N#Cc1ccccc1S(=O)(=O)N1C[C@@H]2C[C@H](C1)c1ccc(-c3ccc(Cl)cc3)c(=O)n1C2`?
ST2 inh: inactive

What do the screens show for `C(#CCN1CCCCC1)COC/C=C/c1ccccc1`?
ST2 inh: inactive

What do the screens show for `COc1ccc(-c2cc([C@H]3CN4CC[C@H]3C[C@@H]4CNC(=O)Nc3ccc(Cl)cc3)n(C)n2)cc1OC`?
ST2 inh: inactive

How did O=C(NC1CC1)[C@H]1CN2CC[C@H]1C[C@@H]2Cn1cc(-c2cccc(O)c2)nn1 do in these assays?
ST2 inh: inactive

How did NS(=O)(=O)c1ccc(NC(=O)c2cccn(Cc3ccccc3Cl)c2=O)cc1 do in these assays?
ST2 inh: inconclusive

How did O=C(NC[C@H]1C[C@@H]2CCN1C[C@@H]2CN1CCN(c2ccccn2)CC1)c1ccco1 do in these assays?
ST2 inh: inactive

How did Fc1ccc(CN2CCN(Cc3ccccc3)CC2)cc1 do in these assays?
ST2 inh: inactive

How did OC1(c2ccccc2)CCNC1 (stereo not given) do in these assays?
ST2 inh: inactive

Results for CN(CCc1ccccn1)C[C@H]1CN2CC[C@H]1C[C@@H]2CNC(=O)c1ccccc1 ?
ST2 inh: inconclusive

Results for O=S(=O)(c1ccc(Cl)cc1)C(Cl)Cl ?
ST2 inh: inactive

What do the screens show for `CCC(CC)c1cc([C@H]2CN3CC[C@H]2C[C@@H]3CNC(=O)c2ccccc2)nc(-c2ccncc2)n1`?
ST2 inh: inactive

How did N[C@@H](Cn1ccc(=O)[nH]c1=O)C(=O)O do in these assays?
ST2 inh: inconclusive

Results for CC(C)(C)CC(=O)N1C[C@@H]2C[C@H](C1)c1ccc(NS(=O)(=O)c3cccs3)c(=O)n1C2 ?
ST2 inh: inactive

How did CCOC(=O)c1c(C)n(Cc2ccccc2)c2ccc(OC(C)=O)cc12 do in these assays?
ST2 inh: inactive

How did COc1ccc(N2CCN(Cc3ccc(F)cc3)CC2)cc1 do in these assays?
ST2 inh: inconclusive

What do the screens show for `CCCCC/C=C\C/C=C\C/C=C\C/C=C\CCCC(=O)NCC(=O)O`?
ST2 inh: inactive

An excerpt from above in order of SMILES length, rising:
Results for O=S(=O)(c1ccc(Cl)cc1)C(Cl)Cl ?
ST2 inh: inactive

How did N[C@@H](Cn1ccc(=O)[nH]c1=O)C(=O)O do in these assays?
ST2 inh: inconclusive

How did CCOC(=O)c1c(C)n(Cc2ccccc2)c2ccc(OC(C)=O)cc12 do in these assays?
ST2 inh: inactive

Results for CN(CCc1ccccn1)C[C@H]1CN2CC[C@H]1C[C@@H]2CNC(=O)c1ccccc1 ?
ST2 inh: inconclusive

Results for CC(C)(C)CC(=O)N1C[C@@H]2C[C@H](C1)c1ccc(NS(=O)(=O)c3cccs3)c(=O)n1C2 ?
ST2 inh: inactive

What do the screens show for `CCC(CC)c1cc([C@H]2CN3CC[C@H]2C[C@@H]3CNC(=O)c2ccccc2)nc(-c2ccncc2)n1`?
ST2 inh: inactive
